KKLEB tox: CF airway cell cytotoxicity counter-screen | KKLEB CF airway cells viability, ATPlite luminescence, overnight; active compounds read low; cells stimulated with P. aeruginosa culture filtrate | activity change (cytotoxicity), % at 5 µM | hit rate 0.36% among 360,000 | AID 602141;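 active means corrected activity change at or below -50% at 5 µM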
NR2E3 ag-1: activates human NR2E3 receptor | inhibition of corepressor binding, % at 3.98 µM | CHO-S Gal4-NCOR/VP16-NR2E3 two-hybrid, luciferase | hit rate 0.35% among 360,000 | AID 602229;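 active means inhibition above the mean of all tested compounds plus 3 SD, cut at about 70% in these data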;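 further: 0% = DMSO with NR2E3 transfected cells and 100% = cells lacking NR2E3 construct; higher means lower luciferase signal from less NR2E3 corepressor binding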
Target sequence (Q9Y5X4 whole entry, looked up, the tested form may be a part): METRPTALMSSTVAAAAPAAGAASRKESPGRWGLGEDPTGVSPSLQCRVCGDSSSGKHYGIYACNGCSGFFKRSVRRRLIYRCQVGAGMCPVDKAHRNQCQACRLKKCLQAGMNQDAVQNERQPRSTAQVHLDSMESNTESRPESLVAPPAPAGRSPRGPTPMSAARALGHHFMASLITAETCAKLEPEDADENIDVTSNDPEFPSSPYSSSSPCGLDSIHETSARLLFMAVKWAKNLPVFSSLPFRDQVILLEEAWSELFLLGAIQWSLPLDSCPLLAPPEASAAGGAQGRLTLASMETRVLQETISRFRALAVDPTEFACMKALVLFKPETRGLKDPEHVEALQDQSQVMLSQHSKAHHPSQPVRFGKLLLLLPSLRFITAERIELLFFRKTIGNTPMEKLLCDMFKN
NR2E3 ag-2: activates human photoreceptor nuclear receptor NR2E3 | GST-NR2E3/biotin-RetCOR TR-FRET, 1536-well | Q9Y5X4 | inhibition of corepressor binding, % at 4.78 µM | AID 2300 | hit rate 0.12% among 320,000;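 active means percent inhibition above the cutoff of mean plus 3 SD of all tested compounds, set per screening campaign, cut at about 20% in these data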;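 further: 0% = DMSO wells and 100% = biotin wells as full block of FRET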
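Material: NR2E3–RetCOR corepressor complex | Quantity: 1.35 nM GST-tagged NR2E3 final | Schedule: 5 h at 4 °C | Replication: Singlicate compound wells | Reagent: RetCOR corepressor, biotinylated, 7 nM | Controls: Biotin wells as high control, 0.6% DMSO wells as low control | Signal: TR-FRET, Eu(K)-anti-GST donor, streptavidin-D2 acceptor, ex 340, em 617/671 nm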
Shn3 3UTR inh: inhibitors of Schnurri-3 3'UTR reporter in osteoblasts. Clone20 osteoblast Shn3 3'UTR firefly luciferase, 24 h. inhibition, % at 12.5 µM. hit rate 0.52% among 360,000. AID 588674;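 active means mean inhibition of at least 75% with every replicate also reaching 75%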;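 further: 0% = median of neutral control wells and 100% = pilot-screen positive control compound; some compounds past the cut are filed as inactive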
TWEAK-Fn14 inh: TWEAK-Fn14 signaling inhibition; inhibition, % at 10 µM; hit rate 2% among 360,000; TWEAK-stimulated Fn14 reporter cells, luciferase luminescence, 8 h; in the data active means inhibition above about 50%
CF NFkB block: inhibitors of cystic fibrosis induced NF-kB; hit rate 0.86% among 360,000; KKLEB NF-kB-GFP reporter, PAF-induced, GFP fluorescence overnight; inhibition, % at 5 µM; AID 588850;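 active means at least 50% inhibition at 5 µM, scaled per plate between neutral and stimulator controls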;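 further: PAF is a Pseudomonas aeruginosa culture filtrate used as stimulus; plate controls were PAF-stimulated DMSO wells for no effect and unstimulated DMSO wells for full effect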
MITF TRPM1 inh: reduces MITF-dependent TRPM1 promoter luciferase signal; SK-MEL-5 TRPM1 promoter luciferase, 24 h; inhibition, % at 12.5 µM; hit rate 0.83% among 330,000;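 active means mean inhibition across replicates of 60% or more, whatever share of single replicates reaches that level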; further: values of inactives mirror those of a sister screen read the other way
aDG glyco act: alpha-DG glycosylation activation. activation, % at 10 µM. Pro5-aDG cells, alpha-DG glycosylation AlphaScreen (IIH6); 0% Pro5, 100% B10-LARGE cell signal. AID 624168. hit rate 0.22% among 360,000;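 active means activation of at least 8% versus controls, or a plate z-score of at least 8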;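 further: Pro5 are CHO cells carrying HIG-tagged alpha-DG that lacks glycosylation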
Peg3 prom inh: inhibitors of Peg3 promoter; HeLa PEG-Prom luciferase reporter, luminescence, overnight; inhibition, % at 20 µM; hit rate 1.7% among 360,000;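 active means inhibition of at least 50% at 20 µM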
HIF-2a block: inhibitors of HIF-2a; hit rate 0.72% among 360,000; AID 624352; inhibition, % at 18.8 µM; 786-0 RCC cells HIF-2a reporter, luciferase luminescence, overnight;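 active means inhibition of the luminescence signal of 40% or more relative to plate controls, in a single-dose primary screen at 18.75 µM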
hiPSC survival: enhancers of human iPSC single-cell survival | hiPSC single-cell survival, ATPlite luminescence; 100% = ROCK inhibitor wells, 0% = DMSO | AID 602274 | hit rate 0.044% among 360,000 | survival enhancement, % at 20 µM; in the data active means survival enhancement above about 18%;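 further: cells exposed to compounds for 16 hours before the ATP read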
Numbers without * were called inactive; · = not tested or not shown. Outcome played no part in choosing rows; any-hit rate near 4.4%.

structure,KKLEB tox,NR2E3 ag-1,NR2E3 ag-2,Shn3 3UTR inh,TWEAK-Fn14 inh,CF NFkB block,MITF TRPM1 inh,aDG glyco act,Peg3 prom inh,HIF-2a block,hiPSC survival
Oc1ccc(C2C=C(c3ccc(F)cc3)Nc3ncnn32)cc1 (stereo not given),8,-1,·,-6,-3,-23,1,0.2,0,10,-0.4
Cc1ccc(N2C(=O)C3CCC(C)(C2=O)C3(C)C)cc1 (stereo not given),5,-5,3,-5,-1,6,3,0.0,5,16,0.0
Cc1ccc(S(=O)(=O)NCCn2nc(C)cc2C)cc1,-5,-5,-3,-11,91*,-4,1,0.2,19,9,-0.4
O=C(CCc1ccccc1)NC1CCS(=O)(=O)C1 (stereo not given),10,7,·,-1,1,-10,2,-0.1,15,8,0.2
N#CCn1c(C2CCCCC2)nc2ccccc2c1=O,-22,-15,4,21,-22,35,-6,0.0,11,23,3.0
COc1ccc(Nc2nccc3c2nnn3C)cc1,8,-95,1,-89,-11,-8,-39,-0.1,-196,-200,-3.1
COc1ccc(CCN=C(N)NS(=O)(=O)c2cccs2)cc1,7,-37,2,-11,10,-13,4,-0.2,9,9,0.5
O=C1C2C3CC(C(Br)C3Br)C2C(=O)N1c1ccccn1 (stereo not given),11,-11,2,23,11,2,3,-0.1,-1,-3,0.0
O=C(CN1C(=O)S/C(=C\c2ccc(Cl)cc2)C1=O)NCCCn1ccnc1,-1,-5,-2,-1,-11,0,-13,-0.2,-11,-7,-0.2
CCCc1cc(C(=O)Nc2cc(C)nn2-c2ccccc2)no1,17,-15,4,0,2,7,·,0.0,-11,1,1.3
NS(=O)(=O)c1cccc(NC(=O)CSc2nc3ccc(Cl)cc3[nH]2)c1,6,7,-1,12,-11,-15,4,-0.1,-8,-9,0.1
Cc1nc(NC(C)c2ccccc2)c2oc3ccccc3c2n1 (stereo not given),-4,62,0,81,48,2,20,6.7*,24,13,1.8
OC(Cn1cncn1)(c1ccccc1)c1ccccc1,0,-16,3,3,7,4,6,-0.1,4,9,-2.1
Cn1c(N)c(C(=O)c2ccc(F)cc2F)c(=O)n(C)c1=O,-9,-8,-6,-16,-9,-9,-1,-0.1,-4,20,-1.4
CCC1Oc2ccccc2N(CC(=O)NC2CCCC2)C1=O (stereo not given),3,-21,2,16,1,5,4,0.0,6,10,-0.5
N#Cc1nc(COc2ccc(Br)cc2)oc1NCCCn1ccnc1,-2,-21,1,5,-9,1,-11,0.0,31,21,-1.9
Cn1cc(-c2ccc(C(=O)NCc3cccc(Cl)c3)c3occc23)cn1,-4,-18,·,-20,-1,5,·,0.7,-63,-132,3.3
CC(C)CCNC(=O)C1CCCN1C(=O)NC1CCCCC1 (stereo not given),3,10,3,5,5,6,3,-0.1,-4,11,-0.1
COc1ccc(NC(=O)COC(=O)C2CCN(S(=O)(=O)c3cccs3)CC2)cc1OC,7,21,·,-1,-16,-26,-9,-0.1,-5,10,6.9
CCN1C(=O)[C@H]2[C@@H](c3ccc(C(F)(F)F)cc3)N[C@]3(CCCN(Cc4ccc(F)cc4)C3=O)[C@H]2C1=O,-6,4,·,26,-14,-13,·,0.0,4,5,4.9
CCOC(=O)c1ccc(CNCc2ccc(Br)cc2)cc1,2,-15,-1,14,4,-12,-1,0.0,12,17,1.9
COc1ccc(CCN2CC(C(=O)N(C)CCc3cn[nH]c3)CCC2=O)cc1 (stereo not given),12,-22,·,6,-14,-3,-1,1.1,-1,6,0.1
CN(C)/C=C1/N=C(c2ccccc2)OC1=O,5,5,0,-11,-1,3,-9,-0.3,-32,-58,-0.4
CCSC1=C(C#N)C(c2ccccc2OC)CC(=O)N1 (stereo not given),-3,15,1,-6,-32,-5,-1,0.0,-2,6,0.6
CN1CCN(C2=C(Cl)C(=O)N(c3cccc(Cl)c3)C2=O)CC1,1,-21,2,-3,-10,10,5,-0.3,-15,-17,-1.7

Continued, overlapping the part above by 2 compounds.
structure,KKLEB tox,NR2E3 ag-1,NR2E3 ag-2,Shn3 3UTR inh,TWEAK-Fn14 inh,CF NFkB block,MITF TRPM1 inh,aDG glyco act,Peg3 prom inh,HIF-2a block,hiPSC survival
CCSC1=C(C#N)C(c2ccccc2OC)CC(=O)N1 (stereo not given),-3,15,1,-6,-32,-5,-1,0.0,-2,6,0.6
CN1CCN(C2=C(Cl)C(=O)N(c3cccc(Cl)c3)C2=O)CC1,1,-21,2,-3,-10,10,5,-0.3,-15,-17,-1.7
CC(C)[C@H](NS(=O)(=O)c1ccc2c(c1)OCCO2)C(=O)OCC(=O)Nc1cc(Cl)ccc1Cl,-8,2,0,0,-3,6,-4,0.0,14,8,2.3
C/C(=N\NC(=O)c1c(Cl)cnn1C)c1cccnc1,-2,-100,·,-18,-8,-2,-6,-0.2,-17,-2,-0.3
Cc1cc(C)c(NC(=O)COC(=O)C2CCCCC2)c(C)c1,2,-2,3,16,-10,-3,-2,0.0,-9,7,-0.3
CCOC(=O)N1CC=C2C(C#N)=C(N)C(C#N)(C#N)[C@H](c3ccccc3OCC)[C@H]2C1,-1,6,4,3,20,7,14,-0.1,20,27,0.9
COc1ccc(NC(=O)N(C)[C@H]2C[C@H]3c4[nH]c5ccc(-c6ccc(OC)cc6)cc5c4CCN3C(=O)[C@H]2[C@H](C)O)cc1,-6,-6,·,10,16,13,·,0.2,46,-52,-1.9
COC(=O)C(C(=O)OC)c1ccc(-n2cccc2)cc1,11,-18,1,28,-13,-9,-11,0.6,-9,-4,-0.6
S=C(NCc1ccco1)Nc1cc(-c2ccccc2)[nH]n1,-2,-25,1,-20,21,2,-28,1.1,-87,-202,-0.5
CCCc1nc2ccc(NC(C)=O)cc2c(=O)n1Cc1cccc(Cl)c1,2,6,2,-12,-34,-14,2,0.3,-35,-83,0.2
Cc1ccccc1C(=O)N1CCC(C(=O)O)CC1,-4,-4,1,-8,-8,-2,3,-0.1,10,12,-2.3
Cc1nc2cc(-c3cccc(F)c3)nn2c(N2CCN(C(=O)c3ccco3)CC2)c1C,-6,-33,2,-9,15,10,-25,-0.1,-70,-98,-2.4
NS(=O)(=O)c1ccc(CCNC(=S)Nc2ccc(S(N)(=O)=O)cc2)cc1,11,-2,0,-5,-9,-1,-4,0.0,11,14,0.2
Cc1cccc(C(=O)NCCNC(=O)c2ccco2)c1,2,7,2,-9,4,10,-3,-0.1,-23,-3,-0.5
COc1ccc(Br)cc1/C=N/NC(=O)CNC(=O)C1COc2ccccc2O1 (stereo not given),-2,-16,-2,14,6,-9,15,-0.4,13,17,1.1
CSc1ccc(CN2C(=O)NC3(CCCCCCC3)C2=O)cc1,-5,-2,-1,10,9,12,-2,0.4,2,6,0.3
CO/N=C/NC(=O)c1c(OC)ccnc1Oc1ccc(F)cc1,7,5,0,-1,-4,-3,14,-0.1,-60,19,3.9
CC(C)Oc1cccc(C(=O)C2CCCN(Cc3cnc(N4CCOCC4)s3)C2)c1 (stereo not given),-3,3,4,32,28,-2,22,0.0,15,4,-2.2
CC1(C)CC(=O)C2=C(C1)Nc1[nH]n(-c3ccccc3)c(=O)c1C2c1ccc2c(c1)OCO2 (stereo not given),0,-11,·,4,0,-2,7,-0.2,8,7,-0.9
O=C(CN1C(=O)/C(=C\c2ccc(C(F)(F)F)cc2)Sc2ccccc21)NCc1ccco1,-18,10,2,-1,27,-24,-7,0.1,37,-23,-0.5
Cc1ccc(Nc2nc(C)cs2)cc1,5,-105,-1,-69,-13,-14,-50,-0.3,-287,-248,-1.8
CCOC(=O)c1ccc(Cn2cnc3ccccc3c2=O)cc1,-5,-14,0,-6,-19,-18,-16,0.5,-18,-5,-1.4
O=C(O)c1cccc(N/N=C/c2sc(N3CCOCC3)nc2-c2ccccc2)c1,5,-126,-4,-29,-77,-16,-35,0.1,-78,-135,-1.8
CCNC(=O)C1CCCN(C(=O)c2ccc(C)c(F)c2)CC1 (stereo not given),-7,6,·,16,4,4,·,-0.1,12,24,5.6
CCOc1ccc(NC(=O)COc2ccc(C(=O)NCCc3ccccc3)cc2)cc1,5,7,-3,12,-26,4,-5,0.0,5,17,-1.1
CCCC1(C(=O)OCC)NC(c2ccc(OC)cc2OC)C2C(=O)N(c3ccc4c(c3)OCCO4)C(=O)C21 (stereo not given),2,0,0,1,-3,-6,6,0.1,11,15,0.9
Cn1ccnc1SC(=O)N1c2ccccc2Sc2ccccc21,0,-16,-4,10,0,6,0,-0.1,19,22,-2.5
CCCCn1c(SCC(=O)N2CCC(C(=O)OCC)CC2)nc2cc(S(N)(=O)=O)ccc21,-7,-7,-1,-5,-17,5,-1,0.0,6,9,2.5
c1ccc(CN2CCC(CNc3ncnc4ccccc34)C2)cc1 (stereo not given),-7,42,·,77,10,16,8,1.5,-11,19,-3.1
COc1cccc(C2C([N+](=O)[O-])=C(N)Oc3cc(C)oc(=O)c32)c1 (stereo not given),-2,-4,1,15,-6,-3,3,0.1,7,8,0.2

Screens deposited in PubChem BioAssay by several laboratories.
